# Assay outcomes deposited in PubChem BioAssay by School of Medicine, Indiana University.
# FECH block: blocks human mitochondrial ferrochelatase activity; 3.3% of 20,000 active; calls only at 10 µM (by protocol); purified FECH, Ni-mesoporphyrin absorbance 550 nm;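 active means enzyme reaction rate more than 3 SD below the solvent-only control wells on the same plate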;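 further: lower slope than DMSO wells means FECH inhibition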
# Target sequence (P22830 whole entry, looked up): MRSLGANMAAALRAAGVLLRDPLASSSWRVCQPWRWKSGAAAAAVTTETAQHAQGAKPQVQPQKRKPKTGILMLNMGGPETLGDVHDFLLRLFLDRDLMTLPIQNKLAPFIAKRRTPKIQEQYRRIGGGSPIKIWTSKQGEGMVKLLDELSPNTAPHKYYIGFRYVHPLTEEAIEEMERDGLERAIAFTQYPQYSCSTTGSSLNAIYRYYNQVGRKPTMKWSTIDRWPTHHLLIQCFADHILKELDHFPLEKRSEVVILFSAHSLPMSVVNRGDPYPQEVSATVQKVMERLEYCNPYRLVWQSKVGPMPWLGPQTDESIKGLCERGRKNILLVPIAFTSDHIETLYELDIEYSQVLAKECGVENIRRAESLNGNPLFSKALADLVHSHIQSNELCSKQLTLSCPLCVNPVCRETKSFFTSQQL
# Calls only; i = inactive; + = active, no number.
SMILES	FECH block
COc1ccc(-c2cc(C(=O)NC3CCCCC3)[nH]n2)cc1S(N)(=O)=O	i
CCCc1nc2nc[nH]n2c(=O)c1NC(=O)Nc1cccc(Cl)c1	i
c1ccc2c(-c3noc4c3CN(CC3CCCO3)CC4)cccc2c1 (stereo not given)	i
O=C(CCN1CCN(c2nc3ccccc3o2)CC1)Nc1ccccc1F	i
Cc1ccccc1CN1C(=O)c2oc3ccccc3c2OCC1(C)C(=O)NC1CCCC1 (stereo not given)	i
CCOC(=O)c1cc2n(n1)CC(C)(C(=O)NCCC(C)C)N(Cc1ccc(F)cc1)C2=O (stereo not given)	i
Cc1cnccc1N1CCCN(C(=O)[C@H](N)CC(C)C)CC1	i
c1ccc(CCc2nc(CCn3nnc4ccccc43)n[nH]2)cc1	i
C=CC[C@@H]1CC=C[C@@H](C)N1C(=O)c1ccc(Cn2ccnc2)o1	i
CC(C)c1cncnc1-c1cccc(C(=O)O)c1	i
CCOC(=O)C1CCCN(S(=O)(=O)c2cc(N3C(=O)CCS3(=O)=O)ccc2C)C1 (stereo not given)	+
COCC(=O)Nc1ccc2c(c1C)NC(=O)CC2c1cccc(Cl)c1Cl (stereo not given)	i
CC(=O)NCCC1=CCCN(CC(=O)Nc2ccc(C)cn2)C1	i
Cc1ccc(NC(=O)CNc2nccc(-c3ccc(C)nc3C)n2)c(F)c1	i
Cc1ccc(C)c(CN2CCCN(CC(=O)NC3CCCC3)S2(=O)=O)c1	i
Cc1cccc(-c2cc(Nc3ccccc3)nc(C)n2)c1	i
CCCc1ccc(S(=O)(=O)NCCn2c(CCc3ccccc3)nc3cccnc32)cc1	i
COc1ccc(N2C(=O)CCS2(=O)=O)cc1S(=O)(=O)N1c2ccccc2CC1C (stereo not given)	i
CCN1CCc2c(sc(NC(=O)COc3ccc(Cl)cc3)c2C(=O)OC)C1	i
Cc1ccc(-n2c(CN3CCN(S(=O)(=O)c4ccccc4)CC3)nc3cccnc32)cc1	i

SMILES	FECH block
CC(C)Cc1nnc2sc(CCc3nc(-c4ccco4)no3)nn12	i
CC(NC(=O)CCn1nnc2ccccc21)C(=O)N(C)C (stereo not given)	i
Cc1cccnc1C(C)NCc1cn(-c2ccccc2)nc1-c1ccc(F)cc1 (stereo not given)	i
O=C([C@@H]1CCCO1)N1CC(c2ccccn2)C1	i
Cc1ccc(CN2CCCN(CC(=O)Nc3cc(C)ccc3C)S2(=O)=O)cc1	i
O=C(O)CSc1nnc(-c2cn[nH]c2)n1-c1ccccc1C(F)(F)F	i
CCOCCn1cnc(-c2ccccc2)c1-c1ccc(-c2cncnc2)cc1	i
COC(=O)c1ccc(NC(=O)c2ccc(=O)n(Cc3c(F)cccc3Cl)c2)cc1	i
Cn1c(=O)c2c(-c3ccc(F)cc3)c(NCCc3ccccc3)oc2n(C)c1=O	i
CC1Cc2cc(-c3nccn3CCN3CCNC3=O)ccc2O1 (stereo not given)	i
Cc1cc(-n2cccn2)ccc1C1CC(=O)Nc2n[nH]c(C3CCC3)c21 (stereo not given)	i
Cc1ccc(OCc2cc(=O)n3oc(C)cc3n2)c(NC(=O)C(C)C)c1	i
Cc1cccc(CN2CCCN(CC(=O)Nc3c(C)cc(C)cc3C)S2(=O)=O)c1	+
c1ccn2cc(CCn3cnnc3)nc2c1	i
Cc1cnc(C)c(N2CCC(Cc3ccccc3Cl)(C(=O)O)CC2)n1	i
CCC1CN(C(=O)c2cc(C(C)C)on2)CCC(=O)N1Cc1ccccc1 (stereo not given)	i
O=C1NCC(=O)N2CCN(C(=O)CN3CCC(c4ccccc4)CC3)CC12 (stereo not given)	i
Cc1ccc(-n2c(CN3CCN(S(=O)(=O)c4ccc(F)c(Cl)c4)CC3)nc3cccnc32)cc1	i
CCCCC1C(=O)N(C)CCN1C(=O)Nc1nc(-c2ccccc2)ns1 (stereo not given)	i
O=C(CN1C(=O)CC(c2ccccc2)=Nc2ccccc21)Nc1cccc(F)c1	i

SMILES	FECH block
COc1ccc2c(c1)c(-n1cccc1)c1n2CC(C)(C(=O)NC2CCCCC2)N(C(C)C)C1=O (stereo not given)	i
Cc1ccc2nc(C3CCCN3CCc3ccccn3)[nH]c2c1 (stereo not given)	i
CCc1cc(-c2nccn2CCCc2nn[nH]n2)on1	i
COc1ccc(OC)c(NC(=O)CN(C)S(=O)(=O)c2ccc(C(=O)N3CCOCC3)s2)c1	i
CCCc1nc(CN(C)C(=O)c2csc3c2CCCC3)no1	i
COc1cccc(OCC(=O)Nc2cc(C)nn2-c2ncnc3c2cnn3-c2cccc(Cl)c2)c1	i
CNS(=O)(=O)CCNc1nc(C)nc2c1CCN(C)CC2	i
CCc1ccc(Nc2cc(C)nc3nc(-c4cccnc4)nn23)cc1	i
COc1ccc(CN(Cc2ccccn2)CC(C)C)c(Cl)c1O	i
COc1ccc(Cl)cc1C(=O)Nc1cc(C)nn1-c1ncnc2c1cnn2-c1ccccc1	i
CCCNC(=O)c1[nH]cnc1C(=O)NC1CCCCC1	i
O=C1CN(c2ncnc3nc[nH]c23)CCN1Cc1cccc(F)c1	i
Cn1c(=O)c(C(=O)Nc2ccc(F)cc2)nc2ccccc21	i
C[C@@H](Nc1nccc(CCC(F)(F)F)n1)C(N)=O	i
CCn1c(C)cc(C)c(C(=O)N2C[C@@H]3C4CCC(CC4)[C@@H]3C2)c1=O	i
CC(C)Cc1nnc2sc(CCc3cn4ccccc4n3)nn12	i
COc1ccc(NS(=O)(=O)c2cc(N3C(=O)CCS3(=O)=O)ccc2OC)cc1OC	i
Cc1ccc2[nH]cc(CCNC(=O)CC3CCN(S(=O)(=O)c4ccccc4)CC3)c2c1	i
COc1cccc(S(=O)(=O)NCc2nc3cccnc3n2C2CCCC2)c1	i
Cc1ccc(C)c(NC(=O)CC(=O)NCCCN2CCCC2)c1	i

SMILES	FECH block
COc1ccc(CC2CN(CC3CCC(N)CC3)CCO2)cc1 (stereo not given)	i
c1ccc(-n2ccnc2-c2ccncc2)c(OCC2CCCO2)c1 (stereo not given)	i
CC(CCNC(=O)c1cc(Cn2cnc3ccccc32)[nH]n1)n1ccnc1 (stereo not given)	i
COc1cccc(CNC(=O)Nc2c(C)nc3nc[nH]n3c2=O)c1	i
O=C(NCc1ccccc1-n1ccnc1)[C@@H]1C[C@@H]2C=C[C@H]1C2	i
CCC(C)N(Cc1ccsc1)C(=O)c1nc2nc(C)cc(C)n2n1 (stereo not given)	i
COc1ccc(-c2cc(N3CCN(C(=O)NCCc4ccccc4)CC3)ncn2)cc1	i
Cc1ccc(OCc2cc(=O)n3oc(C)cc3n2)c(NC(=O)c2ccc(C(C)(C)C)cc2)c1	i
CCc1nc2nc(C)cc(Nc3ccc(N4CCOCC4)cc3)n2n1	i
CN1CCCCC1CCC(=O)NC1(CN2CCOCC2)CCCCC1 (stereo not given)	i
Cc1cccc(NC(=O)c2nc(N3CCOCC3)c3oc4ccccc4c3n2)c1C	i
Cc1ccc(Nc2cc(C)nc(Nc3ccc(NC(=O)CC(C)(C)C)cc3)n2)cc1	i
CCCNc1nc(Nc2cc(C)cc(C)c2)c2cnn(-c3ccccc3)c2n1	i
Cc1ccccc1S(=O)(=O)NCc1nc2cccnc2n1Cc1ccc(F)cc1	i
Cc1ccn2c(=O)cc(COc3cccc(NC(=O)COc4ccccc4F)c3)nc2c1	i
CCCc1cnc(C)nc1N1CCN(C2Cc3ccccc3C2)CC1	i
COc1cccc(-c2nc(Cn3c(=O)c4cnc(-c5ccc(C)cc5)nc4n(C)c3=O)c(C)o2)c1OC	i
Cc1cc(C)cc(S(=O)(=O)NCc2nc3cccnc3n2C2CCCC2)c1	i
Cc1ccnc(NCCNC(=O)CCN2CCCCO2)c1	i
COc1ccc(OC)c(CNC(=O)C2CCN(c3ncnc4c3nc3n4CCCCC3)CC2)c1	i

SMILES	FECH block
O=c1n(Cc2noc(C3CC3)n2)nc(C2CCNCC2)n1-c1ccccc1	i
CCC(C(=O)N1C[C@@H]2[C@H](C1)[C@H]1CC[C@@H]2O1)n1cccn1 (stereo not given in full)	i
Cc1ccc(C)c(S(=O)(=O)NCCCn2c(C(F)(F)F)nc3cccnc32)c1	i
NC(=O)C1(c2nc(CCc3ccccc3)nn2-c2ccccn2)CC1	i
Cc1ccc(CN2C(=O)CSc3c(c4ccccc4n3C)C2C(=O)NCCC(C)C)cc1 (stereo not given)	i
Cc1cccc(-n2ccc(=O)c(C(=O)Nc3ccc(S(N)(=O)=O)cc3)n2)c1	i
Cc1cccc(CN2CC=C(C(=O)Nc3cccc(F)c3)CC2)c1	i
Cc1ccc(NC(=O)C2CCN(c3ncnc4c3nc3n4CCCCC3)CC2)nc1	i
O=C(c1cc(COc2cncc(Cl)c2)on1)N1CC(n2cccn2)C1	i
COc1ccccc1OCC(=O)Nc1cc(C)nn1-c1ncnc2c1cnn2-c1cccc(Cl)c1	i
CC(C)N(CCC(N)=O)C(=O)c1cc(C(F)(F)F)[nH]n1	i
Cc1cccc(N2CCC(NCc3c(C)noc3C)CC2)c1C	i
CCOc1ccc(NC(=O)CN2CCCN(Cc3cccc(F)c3)S2(=O)=O)cc1	i
CC(C)c1cc(CN(C)C(=O)c2cc(Cn3cnc4ccccc43)[nH]n2)on1	i
Cc1[nH]cnc1CN(C)C1CC(C)(C)NC(C)(C)C1	i
Cc1ccc(-c2nc3cccnc3n2CCNS(=O)(=O)c2ccc(Br)s2)cc1	i
COc1ccc(C(=O)N2Cc3cnn(Cc4ccc(F)cc4)c3C2)c(OC)c1	i
O=C(NCCCn1ccnc1)c1cccc2ccnn12	i
CCOc1ccccc1NC(=O)CN1CCN(Cc2ccc(F)cc2Cl)S1(=O)=O	+
Cc1cccc(-c2noc(CN(C)C(=O)c3scc4c3OCCO4)n2)c1	i

# Rewritten field by field: four of the compounds above
Cc1[nH]cnc1CN(C)C1CC(C)(C)NC(C)(C)C1
  FECH block: i
Cc1ccc(-c2nc3cccnc3n2CCNS(=O)(=O)c2ccc(Br)s2)cc1
  FECH block: i
COc1ccc(C(=O)N2Cc3cnn(Cc4ccc(F)cc4)c3C2)c(OC)c1
  FECH block: i
O=C(NCCCn1ccnc1)c1cccc2ccnn12
  FECH block: i

# (listing goes on)
SMILES	FECH block
CSc1nc(-c2ccccc2)c(C#N)c(N2CCN(c3cccc(C)c3)CC2)n1	i
COc1ccc(S(=O)(=O)NCCNc2nc(C)nc3sccc23)cc1	i
COc1ccc(C(=O)Nc2ccnn2C2CCN(CC3CNC(=O)O3)CC2)cc1 (stereo not given)	i
Cc1cc(C)n2nc(CN(C(=O)Cc3ccc(Cl)cc3)c3ccccc3)nc2n1	i
CCOc1ccc(CNc2nc(-c3nnc(-c4ccc(C)cc4)o3)nc3ccccc23)cc1	i
Cc1[nH]c2ccccc2c1C(=O)C(=O)NC1CC(=O)N(c2cccc(F)c2)C1 (stereo not given)	i
CC(CO)NCCC(=O)Nc1ccc(N(C)C)cc1 (stereo not given)	i
O=C(CCc1ccccc1)Nc1nc2n(n1)C(c1ccccc1Cl)C=C(c1ccccc1)N2 (stereo not given)	i
CCO[C@H]1COC[C@@H]1NC(=O)c1cc2ccccc2oc1=O	i
Cc1ccc(C(=O)Nc2cccc(OCc3cc(=O)n4cc(Cl)ccc4n3)c2)cc1	i
CCOc1ccc(-c2nc(CSc3nc(-c4cccnc4)cc(=O)[nH]3)c(C)o2)cc1	i
Cc1cc(C)cc(Nc2nc(N(C)CCO)nc3c2cnn3-c2ccccc2)c1	i
Cc1cccc(N(Cc2nc3nc(C)cc(C)n3n2)S(=O)(=O)c2ccccc2)c1	i
Cc1ccc(C(=O)Nc2nc3n(n2)C(c2ccccc2Cl)C=C(c2ccccc2)N3)cc1 (stereo not given)	i
Cc1ccoc1C(=O)N1CC[C@@H](c2ccc3c(c2)OCO3)[C@H](O)C1	i
Fc1cccc(Nc2nc(N3CCCCC3)nc3c2cnn3-c2ccccc2)c1	i
CN1CCC2(CCN(C(=O)CCN3CCCCCCC3)CC2)C1	i
Cc1ccnc(NCCNC2CCN(CC(C)C)CC2)c1	i
COc1ccc(C)cc1NC(=O)NCCc1nc2cccnc2n1C1CCCCC1	i
c1ccc(-c2ncn(CCc3cccs3)c2C2CCOC2)cc1 (stereo not given)	i

SMILES	FECH block
CCOC(=O)Cc1ccc(NC(=O)Nc2c(C)nc3nc[nH]n3c2=O)cc1	i
Cc1ccc(-c2cc(Nc3cccc4cccnc34)nc(C)n2)cc1	i
COc1cccc(CNC(=O)c2cc(-c3ccc(OC)c(S(N)(=O)=O)c3)n[nH]2)c1	i
CNC(=O)CCN(C)c1cc(C2CCCNC2)nc(C)n1 (stereo not given)	i
CN1C(=O)c2cc(C(=O)NCCN3CCCC3)nn2CC1(C)C(=O)NCc1ccc(F)cc1 (stereo not given)	i
Cc1cnccc1CN1CC(C(=O)O)CC1=O (stereo not given)	i
COc1ccccc1CCC(=O)NCCn1c(C(F)(F)F)nc2cccnc21	i
CN1[C@H]2CC[C@@H]1CN(C(=O)C1(C)CCCCC1)CC2	i
N[C@@H](C(=O)NCc1cccc(CN2CCCC2)c1)c1ccccc1	i

# Quoted at random: 5 records from the list
SMILES	FECH block
N[C@@H](C(=O)NCc1cccc(CN2CCCC2)c1)c1ccccc1	i
COc1cccc(CNC(=O)c2cc(-c3ccc(OC)c(S(N)(=O)=O)c3)n[nH]2)c1	i
CN1[C@H]2CC[C@@H]1CN(C(=O)C1(C)CCCCC1)CC2	i
COc1ccccc1CCC(=O)NCCn1c(C(F)(F)F)nc2cccnc21	i
CCOC(=O)Cc1ccc(NC(=O)Nc2c(C)nc3nc[nH]n3c2=O)cc1	i

# Some of the compounds tested; count on the stated rates, not on these rows.
